Mtb UGM inh – blocks M. tuberculosis UGM enzyme | 320,000 compounds, 0.06% hits | AID 504406 | purified UGM, fluorescence polarization probe displacement | P9WIQ1 | inhibition, % at 10 µM; in the data active = inhibition above about 10%, passing the limit was not always enough; inconclusive = no clear call, values can overlap the other calls
GDH-TPI inh – GDH-TPI coupled enzyme inhibition counter-screen. GDH-TPI coupled enzyme counterscreen, NADH absorbance. 360,000 compounds, 1.2% hits. AID 588335. inhibition, % at 4.8 µM; in the data active = inhibition above about 30%;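 also: 0% = DMSO wells and 100% = wells lacking the enzyme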
BoNT-F LC inh – blocks Botulinum neurotoxin F light chain protease. Multiplex microsphere protease cleavage assay, flow cytometry. 360,000 compounds, 0.22% hits. AID 588497. inhibition, % at 10 µM; in the data active = inhibition above about 35%, passing the limit was not always enough; inconclusive = no clear call, values can overlap the other calls; also: plate controls were buffer without enzyme for full effect and enzyme alone for no effect
PrPC TRFRET – inhibitors of human cell surface prion protein PrPC | P04156 | TR-FRET read-out | inhibition, % at 13.8 µM | 370,000 compounds, 0.43% hits | AID 720596; in the data active = inhibition above about 24%; also: 0% = median of the test wells and 100% = reference compound wells
Mtb BioA inh – inhibitors of Mycobacterium tuberculosis BioA enzyme; purified M. tuberculosis BioA enzyme, plate reader; inhibition, % at 9.99 µM; 360,000 compounds, 0.096% hits; AID 602481; in the data active = inhibition above about 40%; inconclusive = no clear call, values can overlap the other calls
FBA Mtb inh – inhibits M. tuberculosis FBA enzyme; P9WQA3; purified M. tuberculosis FBA, fluorescence read-out; inhibition, % at 1 µM; 360,000 compounds, 2.3% hits; in the data active = inhibition above about 27%;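 also: 0% = vehicle and 100% = reference inhibitor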
Target sequence (P9WQA3 whole entry, looked up): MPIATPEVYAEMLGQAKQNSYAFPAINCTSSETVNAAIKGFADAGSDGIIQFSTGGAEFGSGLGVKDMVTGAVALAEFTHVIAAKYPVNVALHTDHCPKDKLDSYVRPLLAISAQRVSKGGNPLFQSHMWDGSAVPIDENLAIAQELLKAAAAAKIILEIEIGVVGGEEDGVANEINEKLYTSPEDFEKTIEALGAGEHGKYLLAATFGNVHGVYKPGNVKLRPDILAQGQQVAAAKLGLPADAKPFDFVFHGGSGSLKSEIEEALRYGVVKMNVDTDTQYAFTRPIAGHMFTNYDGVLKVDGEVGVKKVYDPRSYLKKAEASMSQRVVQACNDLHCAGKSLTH
Rv3671c inh – inhibits the M. tuberculosis serine protease Rv3671c; P9WHR9; AID 2606; 320,000 compounds, 0.048% hits; inhibition, % at 5.96 µM; in the data active = inhibition above about 38%;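 also: extracellular domain of Rv3671c used as enzyme; 0% = enzyme with DMSO and 100% = no enzyme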
Target sequence (P9WHR9 whole entry, looked up, the tested form may be a part): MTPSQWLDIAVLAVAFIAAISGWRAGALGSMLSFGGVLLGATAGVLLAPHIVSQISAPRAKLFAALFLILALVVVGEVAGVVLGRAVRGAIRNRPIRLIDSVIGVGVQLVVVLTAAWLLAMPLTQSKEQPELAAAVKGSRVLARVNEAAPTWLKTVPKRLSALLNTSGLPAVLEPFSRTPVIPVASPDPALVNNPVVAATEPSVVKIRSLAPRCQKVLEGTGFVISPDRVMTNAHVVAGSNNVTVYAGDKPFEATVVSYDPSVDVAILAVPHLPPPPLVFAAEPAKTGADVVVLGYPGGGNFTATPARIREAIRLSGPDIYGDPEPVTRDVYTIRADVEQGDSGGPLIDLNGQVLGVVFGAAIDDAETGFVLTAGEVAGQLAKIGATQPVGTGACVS
FadD28 FP inh – inhibitors of Mycobacterium tuberculosis FadD28 bisubstrate binding; inhibition, % at 12.5 µM; 360,000 compounds, 0.22% hits; FadD28 bisubstrate probe binding, fluorescence polarization; AID 588549; in the data active = inhibition above about 8.5%, passing the limit was not always enough; inconclusive = no clear call, values can overlap the other calls
MazF activator – MazEF (E. coli) toxin RNase activation; FAM/BHQ RNA-DNA oligo cleavage fluorescence, 5 h; activation, % at 20 µM; 350,000 compounds, 0.32% hits; AID 504720; in the data active = activation above about 50%
Target sequence (P0AE70 whole entry, looked up): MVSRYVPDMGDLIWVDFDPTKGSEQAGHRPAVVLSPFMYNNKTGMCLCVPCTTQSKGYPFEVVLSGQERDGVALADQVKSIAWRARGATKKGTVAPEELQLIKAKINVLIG
Numbers without * were called inactive; & = joins results of further samples. Random draw from the library; any-hit rate near 4.8%.

Results for COc1cc(CNCCCN2CCOCC2)cc(Br)c1OCC(=O)N1CCCCC1 ?
Mtb UGM inh: -0.7; GDH-TPI inh: -5; BoNT-F LC inh: 13; PrPC TRFRET: -10; FBA Mtb inh: -1; Rv3671c inh: 0; FadD28 FP inh: 0.4; MazF activator: 2

Results for O=C(NCCc1ccccc1)C(=O)NCC1CCCO1 (stereo not given) ?
Mtb UGM inh: -1.3; GDH-TPI inh: 2; BoNT-F LC inh: -2; PrPC TRFRET: 0; Mtb BioA inh: -1.2; FBA Mtb inh: 3; Rv3671c inh: 13; FadD28 FP inh: -0.8; MazF activator: 0

What do the screens show for `O=C(NCCN1CCOCC1)C1CCN(S(=O)(=O)N2CCCC2)CC1`?
Mtb UGM inh: 0.7; GDH-TPI inh: 1; BoNT-F LC inh: 2; PrPC TRFRET: 7; FBA Mtb inh: 1; Rv3671c inh: -2; FadD28 FP inh: -3.7; MazF activator: 4

What do the screens show for `CC1=CC(=O)[C@H]2C(C)(C)CCC[C@]2(C)[C@@]1(O)CO`?
Mtb UGM inh: 0.4; GDH-TPI inh: 1; BoNT-F LC inh: -9; PrPC TRFRET: 3; Mtb BioA inh: -0.5; FBA Mtb inh: 2; Rv3671c inh: 0; FadD28 FP inh: -0.9; MazF activator: 5

What do the screens show for `COc1cccc(C(=O)COc2ccc3c(C)cc(=O)oc3c2)c1`?
Mtb UGM inh: -1.9; GDH-TPI inh: 2; BoNT-F LC inh: 4; PrPC TRFRET: 4; Mtb BioA inh: 0.5; FBA Mtb inh: 3; FadD28 FP inh: -1.0; MazF activator: -10

How did Cc1cc(C)nc(NC(=O)C(C)N2C(=O)c3ccccc3C2=O)n1 (stereo not given) do in these assays?
Mtb UGM inh: -0.7; GDH-TPI inh: -8; BoNT-F LC inh: -1; PrPC TRFRET: -7; Mtb BioA inh: -1.3; FBA Mtb inh: 7; Rv3671c inh: -2; FadD28 FP inh: -0.6; MazF activator: 0

How did O=C(N/N=C1\CCc2ccccc21)c1ccc(O)cc1 do in these assays?
Mtb UGM inh: 0.1; GDH-TPI inh: 13; BoNT-F LC inh: 0; PrPC TRFRET: 0; Mtb BioA inh: -1.8; FBA Mtb inh: -4; Rv3671c inh: -7; FadD28 FP inh: -1.7; MazF activator: -8

How did Cc1ccc(Nc2nc(N)nc(CN3CCN(C(=O)c4ccco4)CC3)n2)cc1Cl do in these assays?
Mtb UGM inh: 1.9; GDH-TPI inh: 1; BoNT-F LC inh: -16; PrPC TRFRET: 1; FBA Mtb inh: 1; Rv3671c inh: -13; FadD28 FP inh: -2.0; MazF activator: 8

How did Cc1nc2ccccc2nc1OCC(=O)Nc1ccc(F)cc1 do in these assays?
Mtb UGM inh: 0.5; GDH-TPI inh: 6; BoNT-F LC inh: -5; PrPC TRFRET: 5; FBA Mtb inh: 3; Rv3671c inh: -8; FadD28 FP inh: -1.1; MazF activator: 7

Results for CCn1c(=O)c(C(=O)NCc2cccnc2)c(O)c2ccccc21 ?
Mtb UGM inh: -0.5; GDH-TPI inh: 1; BoNT-F LC inh: -9; PrPC TRFRET: 3; Mtb BioA inh: -0.1; FBA Mtb inh: 4; Rv3671c inh: 0; FadD28 FP inh: 0.0; MazF activator: 3

How did CC(=O)c1cccc(N2C(=O)CC(N3CCN(S(=O)(=O)c4ccccc4F)CC3)C2=O)c1 (stereo not given) do in these assays?
Mtb UGM inh: -3.3; GDH-TPI inh: -3; BoNT-F LC inh: -9; PrPC TRFRET: -4; Mtb BioA inh: -1.1; FBA Mtb inh: -1; Rv3671c inh: 4; FadD28 FP inh: 0.0; MazF activator: 2

How did COC(=O)C1(NC(=O)NC2CCCCC2)CCCCC1 do in these assays?
Mtb UGM inh: -2.9; GDH-TPI inh: -7; BoNT-F LC inh: inconclusive; PrPC TRFRET: -9; FBA Mtb inh: 1; Rv3671c inh: 7; FadD28 FP inh: -1.6; MazF activator: 9

How did CN(C)CC(O)COC(c1ccccc1)c1ccccc1 (stereo not given) do in these assays?
Mtb UGM inh: 0.3; GDH-TPI inh: 0; BoNT-F LC inh: 1; PrPC TRFRET: -5; Mtb BioA inh: -1.4; FBA Mtb inh: 2; Rv3671c inh: 11; FadD28 FP inh: 0.8; MazF activator: -17

How did Cc1ccccc1/C(N)=N/OC(=O)N1c2ccccc2Sc2ccccc21 do in these assays?
Mtb UGM inh: -0.8; GDH-TPI inh: -2; BoNT-F LC inh: -5; PrPC TRFRET: 6; Mtb BioA inh: 0.5; FBA Mtb inh: -1; Rv3671c inh: 10; FadD28 FP inh: -3.1; MazF activator: -6

Results for C[C@H](CO)N1C[C@H](C)[C@@H](CN(C)S(C)(=O)=O)Oc2ccc(NC(=O)c3ccncc3)cc2C1=O ?
Mtb UGM inh: 1.1; GDH-TPI inh: 5; BoNT-F LC inh: -6; PrPC TRFRET: -6; Mtb BioA inh: -1.0&-2.1; FBA Mtb inh: -2; Rv3671c inh: -1; FadD28 FP inh: -2.1; MazF activator: 7

How did CC(=O)c1c(C)oc2ccc(NS(=O)(=O)c3ccccc3)cc12 do in these assays?
Mtb UGM inh: -0.7; GDH-TPI inh: 3; BoNT-F LC inh: 1; PrPC TRFRET: 13; Mtb BioA inh: -1.4; FBA Mtb inh: 5; Rv3671c inh: -8; MazF activator: 4

Results for CCCCN(CCCC)Cc1cc(=O)oc2cc(C)c(Cl)cc12 ?
BoNT-F LC inh: -7; PrPC TRFRET: -3; Mtb BioA inh: -1.3; FBA Mtb inh: 3; FadD28 FP inh: -1.3

What do the screens show for `O=C(CSC1=NS(=O)(=O)c2ccccc2N1)Nc1cccc(F)c1`?
GDH-TPI inh: -4; BoNT-F LC inh: -3; PrPC TRFRET: -6; FBA Mtb inh: 2; Rv3671c inh: 2; FadD28 FP inh: -1.9; MazF activator: -2

What do the screens show for `O=C1NC[C@H](Cc2ccccc2)N(C[C@H]2CCCN2C[C@H](Cc2ccc(O)cc2)N2C[C@H](Cc3ccc(O)cc3)N(CC3CCCCCC3)C(=O)C2=O)C1=O`?
GDH-TPI inh: -9; BoNT-F LC inh: -2; PrPC TRFRET: 3; Mtb BioA inh: -0.8; FBA Mtb inh: 0; FadD28 FP inh: -0.6; MazF activator: 1

What do the screens show for `O=C(COc1ccccc1Cl)c1ccc[nH]1`?
Mtb UGM inh: -2.3; GDH-TPI inh: -5; BoNT-F LC inh: -6; PrPC TRFRET: 5; FBA Mtb inh: -10; Rv3671c inh: -14; FadD28 FP inh: -4.0; MazF activator: -12

How did COc1ccc(NC2CCCN(C(=O)c3oc(C)cc3C)C2)cc1OC (stereo not given) do in these assays?
Mtb UGM inh: 1.4; GDH-TPI inh: 8; BoNT-F LC inh: -3; PrPC TRFRET: -2; Mtb BioA inh: -1.1; FBA Mtb inh: 4; Rv3671c inh: -2; FadD28 FP inh: -1.9; MazF activator: 5

What do the screens show for `Cn1c(C(=O)N2COCC2(C)C)cc2c(=O)n3ccccc3nc21`?
Mtb UGM inh: -0.2; GDH-TPI inh: -4; BoNT-F LC inh: -16; PrPC TRFRET: -7; Mtb BioA inh: -1.2; FBA Mtb inh: active; Rv3671c inh: 6; FadD28 FP inh: -0.1; MazF activator: -1

What do the screens show for `CC(C)c1ccc(C(=O)NCCCN2CCN(CCCNC(=O)c3ccc(C(C)C)cc3)CC2)cc1`?
Mtb UGM inh: 0.3; GDH-TPI inh: 10; BoNT-F LC inh: -5; PrPC TRFRET: -7; FBA Mtb inh: 0; Rv3671c inh: -5; FadD28 FP inh: -7.6; MazF activator: 8

How did O=S(=O)(NCc1ccccc1)c1ccc(S(=O)(=O)N(Cc2ccccn2)Cc2ccco2)cc1 do in these assays?
Mtb UGM inh: -1.8; GDH-TPI inh: 14; BoNT-F LC inh: -4; PrPC TRFRET: 1; Mtb BioA inh: -1.7; FBA Mtb inh: 3; Rv3671c inh: -3; FadD28 FP inh: 0.1; MazF activator: -7

What do the screens show for `Cn1c(CNC(=O)C(Cc2ccccc2)NC(=O)c2ccccc2)cc(=O)n(C)c1=O` (stereo not given)?
Mtb UGM inh: -1.2; GDH-TPI inh: -5; BoNT-F LC inh: -9; PrPC TRFRET: -5; Mtb BioA inh: -1.1; FBA Mtb inh: -2; Rv3671c inh: -3; FadD28 FP inh: -2.1; MazF activator: 11

How did Cc1cccc(NC(=S)N2CCC(C(=O)c3ccc(F)cc3)CC2)c1C do in these assays?
Mtb UGM inh: 1.8; GDH-TPI inh: -11; BoNT-F LC inh: -4; PrPC TRFRET: 0; FBA Mtb inh: -5; Rv3671c inh: 0; FadD28 FP inh: -3.7; MazF activator: -11

How did Cc1cccc(NC(=O)c2cc3n(n2)C(C(F)(F)F)CC(c2ccc4c(c2)OCO4)N3)c1 (stereo not given) do in these assays?
Mtb UGM inh: 0.4; GDH-TPI inh: 0; BoNT-F LC inh: 1; PrPC TRFRET: 2; FBA Mtb inh: -4; Rv3671c inh: -10; FadD28 FP inh: -1.6; MazF activator: -2

What do the screens show for `COc1ccc(-c2cccc(C3CC=CC4C3C(=O)N(Cc3ccccc3)C4c3ccc4ccccc4c3)c2)cc1` (stereo not given)?
Mtb UGM inh: 0.6; GDH-TPI inh: 7; BoNT-F LC inh: -3; PrPC TRFRET: 8; Mtb BioA inh: -1.4; FBA Mtb inh: -5; Rv3671c inh: -1; FadD28 FP inh: -14; MazF activator: -11

Results for CC1(C2CC2)NC(=O)N(CC(=O)Nc2ccc(C(F)(F)F)cc2)C1=O (stereo not given) ?
Mtb UGM inh: 0.3; GDH-TPI inh: -6; BoNT-F LC inh: -4; PrPC TRFRET: 2; Mtb BioA inh: 0.1; FBA Mtb inh: 4; Rv3671c inh: 11; FadD28 FP inh: -3.3; MazF activator: -1

What do the screens show for `CNc1nc(OCC(F)(F)F)nc(OCC(F)(F)F)n1`?
Mtb UGM inh: 1.2; GDH-TPI inh: 5; BoNT-F LC inh: 5; PrPC TRFRET: -10; Mtb BioA inh: -1.2; FBA Mtb inh: -3; Rv3671c inh: 3; FadD28 FP inh: 0.6; MazF activator: 2

Results for Cc1nc(C#N)c(N/N=C/c2cccc(Cl)c2)o1 ?
Mtb UGM inh: 1.1; GDH-TPI inh: 15; BoNT-F LC inh: -3; PrPC TRFRET: 0; Mtb BioA inh: 0.0; FBA Mtb inh: 3; Rv3671c inh: -15; FadD28 FP inh: 1.2; MazF activator: 16

Results for O=C(Nc1ccccc1)c1ccc2ccccc2n1 ?
Mtb UGM inh: -6.9; GDH-TPI inh: 0; BoNT-F LC inh: -4; PrPC TRFRET: -10; Mtb BioA inh: -6.5; FBA Mtb inh: -3; Rv3671c inh: 2; FadD28 FP inh: -0.6; MazF activator: 0

How did CCCC(=O)N(c1ccc2oc(=O)sc2c1)S(=O)(=O)c1ccccc1 do in these assays?
Mtb UGM inh: 0.9; GDH-TPI inh: 2; BoNT-F LC inh: 2; PrPC TRFRET: -2; Mtb BioA inh: -1.1; FBA Mtb inh: -2; Rv3671c inh: 2; FadD28 FP inh: -1.8; MazF activator: 5

Results for COc1ccc(Cn2ccnc2CO)cc1[N+](=O)[O-] ?
Mtb UGM inh: 0.2; GDH-TPI inh: 1; BoNT-F LC inh: -13; PrPC TRFRET: -1; FBA Mtb inh: -1; Rv3671c inh: 8; FadD28 FP inh: -0.9; MazF activator: 3

Results for Cc1cc(NS(=O)(=O)c2ccc(NC(=S)NCc3ccccc3)cc2)no1 ?
Mtb UGM inh: 0.9; GDH-TPI inh: -9; BoNT-F LC inh: 4; PrPC TRFRET: 4; Mtb BioA inh: -1.3; FBA Mtb inh: 1; Rv3671c inh: 6; FadD28 FP inh: -1.8; MazF activator: -9

What do the screens show for `O=C(Cn1c(=O)oc2ccccc21)Nc1ccc(Cl)cc1Cl`?
Mtb UGM inh: 1.1; GDH-TPI inh: -6; BoNT-F LC inh: inconclusive; PrPC TRFRET: 4; FBA Mtb inh: 3; Rv3671c inh: -6; FadD28 FP inh: -0.8; MazF activator: -1
